High-throughput results from PubChem BioAssay.
cardiac RTF act: cardiac RTF calcium sensitization | P19429+P45379 | IANBD-labeled TnC RTF fluorescence at EC20 calcium; 0% EC20 calcium, 100% full calcium | activation, % at 7.2 µM | actives 0.24% (n = 340,000);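 active means activation above the mean over all tested compounds plus 3 SD, cut at about 30% in these data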;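 further: rise in fluorescence read as greater calcium sensitivity of cardiac thin filaments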
SUMO Mot1 rescue: SUMOylation pathway inhibition by Mot1-301 growth rescue; S. cerevisiae Mot1-301 growth rescue, ATP luminescence, 38.5C; percent above DMSO median, 100 means doubled; actives 1% (n = 320,000); growth rescue, % at 18.8 µM; AID 2716;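 active means every valid replicate shows activation above 250% relative to neutral control wells; inactive means the rest, any valid replicate at or below 250%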;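 further: OY570 slx delta 5 strain wells were the positive control but not used for scaling; some compounds called inactive have numbers as strong as hits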
CDK5 inh: blocks human CDK5/p35 kinase activity; actives 0.01% (n = 330,000); Recombinant CDK5/p35, ADP-Glo luminescence, 60 min; Q00535+Q15078; inhibition, % at 10 µM;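 active means highest replicate inhibition of at least 50% and at least 75% of replicates reaching 50%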;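 further: plate controls were DMSO neutral control for no effect and GW8510 at 10 µM for full effect; many of its hits are not listed in these tables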
PfHsp90 yeast 2: growth inhibition of yeast expressing Plasmodium Hsp90 | S. cerevisiae expressing PfHsp90, BacTiter-Glo ATP, 48 h; yeast lacking PDR1 and PDR3 efflux regulators | inhibition, % at 9.4 µM | actives 0.32% (n = 310,000) | AID 504621;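 active means every replicate shows inhibition above about 80%, whatever the replicate mean, limit read from the data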;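 further: 0% = DMSO neutral controls and 100% = 20 µM radicicol positive controls; yeast relying on Plasmodium falciparum Hsp90 in place of its own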
Cardiac RTF inh: cardiac RTF calcium desensitization. IANBD-labeled cardiac RTF, Ca2+ fluorescence. P19429+P45379. inhibition, % at 7.15 µM. actives 0.12% (n = 340,000);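 active means inhibition above the mean inhibition of all tested compounds plus 3 SD, cut at about 17% in these data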;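 further: assay run at fixed EC70 calcium of 1.6 mM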
NSD2 HMT inh: NSD2 (human) methyltransferase inhibition | AID 743445 | inhibition, % at 12.5 µM | O96028 | NSD2 peptide methylation, AlphaScreen, 120 min | actives 0.54% (n = 310,000); in the data active means inhibition above about 50%
Rtt109 HAT inh: blocks Candida albicans Rtt109/Vps75 acetyltransferase activity; purified Rtt109/Vps75, ThioGlo CoA-SH fluorescence, 4 h; inhibition, % at 34.9 µM; actives 0.16% (n = 330,000); Q5AAJ8; AID 540336;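 active means inhibition of at least 50% in every replicate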
Target sequence (Q5AAJ8 whole entry, looked up): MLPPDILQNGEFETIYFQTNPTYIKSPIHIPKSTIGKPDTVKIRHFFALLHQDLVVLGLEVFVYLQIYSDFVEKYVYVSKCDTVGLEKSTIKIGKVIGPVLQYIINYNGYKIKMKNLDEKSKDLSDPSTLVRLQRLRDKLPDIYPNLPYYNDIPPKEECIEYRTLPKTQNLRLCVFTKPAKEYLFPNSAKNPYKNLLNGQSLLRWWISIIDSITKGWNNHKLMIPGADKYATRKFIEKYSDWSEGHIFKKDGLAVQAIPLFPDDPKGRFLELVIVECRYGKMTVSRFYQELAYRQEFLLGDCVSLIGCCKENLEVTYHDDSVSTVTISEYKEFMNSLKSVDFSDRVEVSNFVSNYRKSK
dFosB act: enhances mouse delta FosB homodimer DNA binding; P13346; AID 493131; activation, % at 25 µM; purified delta FosB, TAMRA-CDK5 oligo fluorescence polarization; percent of positive-control signal above neutral wells; actives 0.99% (n = 340,000);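 active means mean activation above about 17%, with every replicate also reaching it, limit read from the data, passing the limit was not always enough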;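 further: fluorescence polarization rise as delta FosB binds a TAMRA Cdk5 AP-1 oligo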
Keap1-Nrf2 PPI: inhibitors of human Keap1-Nrf2 protein-protein interaction. inhibition, % at 9.4 µM. Keap1 Kelch-Nrf2 peptide fluorescence polarization, 1536-well. actives 0.15% (n = 340,000). AID 504523; in the data active means inhibition above about 12%;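 further: human Keap1 Kelch domain with fluorescein labeled Nrf2 9mer peptide probe; 0% = neutral control wells and 100% = peptide positive control; higher means more block of Keap1 binding to Nrf2 peptide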
C-LANA FP: KSHV C-LANA DNA binding inhibition. MBP-C-LANA/FAM-LBS DNA binding, fluorescence polarization. inhibition, % at 9 µM. actives 0.078% (n = 340,000);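 active means highest replicate inhibition at or above 60% at 9 µM, even if other replicates fall short; inactive means all replicates below 60% inhibition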;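 further: 0% = neutral control wells and 100% = 4 µM acridine orange control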
PvdQ inh: blocks Pseudomonas aeruginosa PvdQ acylase activity; purified PvdQ acylase, fluorescence plate reader; inhibition, % at 10 µM; actives 0.063% (n = 340,000); in the data active means inhibition above about 30%, passing the limit was not always enough;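 further: 0% = vehicle neutral wells and 100% = reference inhibitor wells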
Starred values were filed as active, the others as inactive; / = no result given.

no.	SMILES	PfHsp90 yeast 2	PvdQ inh	Keap1-Nrf2 PPI	Cardiac RTF inh	CDK5 inh	dFosB act
1	COc1ccc(C(CNC(=O)COc2ccccc2C#N)N2CCOCC2)cc1 (stereo not given)	-6.9	-4.5	-1.2	-9.9	1.0	-14.6
2	CC(C)CCNC(=O)C(c1ccc(O)cc1)N(C(=O)C1COc2ccccc2O1)c1cccc(O)c1 (stereo not given)	-12.2	-12.0	-1.4	-24.4	-2.5	-10.4
3	C=C(C)/C=N/NC(=S)Nc1ccc(S(=O)(=O)N2CCOCC2)cc1	-8.1	-4.2	-7.5	-11.1	-1.3	-8.0
4	Cc1ccc2cccc(S(=O)(=O)N3CCCc4ccccc43)c2n1	-16.1	-11.5	-1.5	-3.5	-0.9	0.6
5	CCC1CCC2(CC1)NC(=O)N(CC(=O)NCc1ccc(Cl)cc1)C2=O (stereo not given)	7.3	-8.1	-8.3	-3.4	-0.5	6.1
6	COc1ccc(CCC(=O)OCC(=O)N2CCN(S(=O)(=O)c3ccc(C)cc3C)CC2)cc1	5.1	-8.4	-0.4	-6.3	-2.5	-13.9
7	Cc1noc(C)c1C(=O)OCC(=O)N1CCN(S(=O)(=O)c2ccc3ccccc3c2)CC1	-3.2	-4.3	3.5	-0.7	1.1	3.1
8	CC(C)CCNC(=O)CCc1nnc2n(CCCOC(C)C)c(=O)c3ccccc3n12	-20.2	-15.7	-7.6	-8.6	0.6	-3.5
9	Cc1noc(C)c1COc1ccccc1C(=O)N1CCN(S(=O)(=O)c2ccccc2Br)CC1	-7.9	-3.2	-1.3	-2.4	-10.0	-10.0
10	Cc1ccc(C)c2[nH]c(=O)c(C(c3nnnn3C3CCCC3)N3CCOCC3)cc12 (stereo not given)	16.5	-1.4	-2.0	-0.7	0.5	-4.5

no.	NSD2 HMT inh	Rtt109 HAT inh	C-LANA FP	cardiac RTF act	SUMO Mot1 rescue
1	0.3	-16.5	-0.2	-0.8	-7.2
2	2.3	-3.7	0.6	1.0	6.9
3	1.8	1.8	0.1	6.0	-8.7
4	-1.0	4.3	1.2	-2.5	-5.1
5	-1.8	-2.6	-0.4	-2.0	-15.6
6	-1.8	-1.2	-0.9	0.2	-4.9
7	-1.3	-9.0	0.6	8.1	-8.1
8	0.6	15.7	1.2	12.9	59.7
9	11.7	-4.4	1.4	3.5	/
10	0.3	1.0	-0.4	0.9	103.2

Next part
no.	SMILES	PfHsp90 yeast 2	PvdQ inh	Keap1-Nrf2 PPI	Cardiac RTF inh	CDK5 inh	dFosB act
11	COc1cc(OC)cc(-c2c(C#Cc3ccsc3)c3cc(-c4ccc5c(c4)OCCO5)ccc3n2C)c1	-9.1	-31.4	-8.1	-17.4	-1.9	2.9
12	COc1ccc(CNc2ncccn2)cc1OC	6.1	15.6	3.1	3.6	0.1	-7.1
13	O=C(N/N=C/c1ccc2c(c1)OCO2)c1cc(-c2ccco2)nc2ccccc12	16.1	-7.6	-2.5	-11.7	-0.3	-16.0
14	C=CCn1cnc2c(oc3ccccc32)c1=O	1.2	2.9	-1.5	-0.5	1.2	-3.8
15	CC1CCCCC1NS(=O)(=O)c1ccc(-n2cnnn2)cc1 (stereo not given)	13.9	8.3	4.3	-17.6	0.6	-1.2

no.	NSD2 HMT inh	Rtt109 HAT inh	C-LANA FP	cardiac RTF act	SUMO Mot1 rescue
11	/	-14.7	0.1	1.7	-0.6
12	-5.0	3.6	0.6	-0.1	7.5
13	-0.4	5.1	2.8	-13.7	/
14	2.0	1.6	-3.1	-4.0	-17.7
15	-1.2	7.0	-2.5	0.3	-4.5

An excerpt from above in order of formula weight, highest first:
no.	SMILES	PfHsp90 yeast 2	PvdQ inh	Keap1-Nrf2 PPI	Cardiac RTF inh	CDK5 inh	dFosB act
9	Cc1noc(C)c1COc1ccccc1C(=O)N1CCN(S(=O)(=O)c2ccccc2Br)CC1	-7.9	-3.2	-1.3	-2.4	-10.0	-10.0
11	COc1cc(OC)cc(-c2c(C#Cc3ccsc3)c3cc(-c4ccc5c(c4)OCCO5)ccc3n2C)c1	-9.1	-31.4	-8.1	-17.4	-1.9	2.9
6	COc1ccc(CCC(=O)OCC(=O)N2CCN(S(=O)(=O)c3ccc(C)cc3C)CC2)cc1	5.1	-8.4	-0.4	-6.3	-2.5	-13.9
8	CC(C)CCNC(=O)CCc1nnc2n(CCCOC(C)C)c(=O)c3ccccc3n12	-20.2	-15.7	-7.6	-8.6	0.6	-3.5
10	Cc1ccc(C)c2[nH]c(=O)c(C(c3nnnn3C3CCCC3)N3CCOCC3)cc12 (stereo not given)	16.5	-1.4	-2.0	-0.7	0.5	-4.5
15	CC1CCCCC1NS(=O)(=O)c1ccc(-n2cnnn2)cc1 (stereo not given)	13.9	8.3	4.3	-17.6	0.6	-1.2
12	COc1ccc(CNc2ncccn2)cc1OC	6.1	15.6	3.1	3.6	0.1	-7.1

no.	NSD2 HMT inh	Rtt109 HAT inh	C-LANA FP	cardiac RTF act	SUMO Mot1 rescue
9	11.7	-4.4	1.4	3.5	/
11	/	-14.7	0.1	1.7	-0.6
6	-1.8	-1.2	-0.9	0.2	-4.9
8	0.6	15.7	1.2	12.9	59.7
10	0.3	1.0	-0.4	0.9	103.2
15	-1.2	7.0	-2.5	0.3	-4.5
12	-5.0	3.6	0.6	-0.1	7.5
